# From PubChem
# KLF5 inh = suppresses KLF5 promoter-driven expression; DLD-1 KLF5 promoter-luciferase reporter, luminescence; inhibition, % at 5 µM; hit rate 0.23% among 290,000; AID 1700;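 active = inhibition above a per-plate limit of that plate's mean compound inhibition plus 3 SD, cut at about 60% in these data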;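 also: 0% = DMSO wells and 100% = LY294002 at 200 µM; higher means less KLF5 promoter-driven luciferase light; inactives centre near -14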
# TRPC4 agonist = opens the mouse TRPC4 cation channel | hit rate 0.49% among 310,000 | HEK293 TRPC4beta/mu-opioid, Fluo4 calcium fluorescence; active compounds read high | B-score at 10 µM;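 active = B-score above 5 SD of library B-scores, and initial fluorescence ratio not above library mean plus 5 SD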;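 also: positive B-score marks a calcium rise read as TRPC4 activation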
# Target sequence (Q9QUQ5 whole entry, looked up): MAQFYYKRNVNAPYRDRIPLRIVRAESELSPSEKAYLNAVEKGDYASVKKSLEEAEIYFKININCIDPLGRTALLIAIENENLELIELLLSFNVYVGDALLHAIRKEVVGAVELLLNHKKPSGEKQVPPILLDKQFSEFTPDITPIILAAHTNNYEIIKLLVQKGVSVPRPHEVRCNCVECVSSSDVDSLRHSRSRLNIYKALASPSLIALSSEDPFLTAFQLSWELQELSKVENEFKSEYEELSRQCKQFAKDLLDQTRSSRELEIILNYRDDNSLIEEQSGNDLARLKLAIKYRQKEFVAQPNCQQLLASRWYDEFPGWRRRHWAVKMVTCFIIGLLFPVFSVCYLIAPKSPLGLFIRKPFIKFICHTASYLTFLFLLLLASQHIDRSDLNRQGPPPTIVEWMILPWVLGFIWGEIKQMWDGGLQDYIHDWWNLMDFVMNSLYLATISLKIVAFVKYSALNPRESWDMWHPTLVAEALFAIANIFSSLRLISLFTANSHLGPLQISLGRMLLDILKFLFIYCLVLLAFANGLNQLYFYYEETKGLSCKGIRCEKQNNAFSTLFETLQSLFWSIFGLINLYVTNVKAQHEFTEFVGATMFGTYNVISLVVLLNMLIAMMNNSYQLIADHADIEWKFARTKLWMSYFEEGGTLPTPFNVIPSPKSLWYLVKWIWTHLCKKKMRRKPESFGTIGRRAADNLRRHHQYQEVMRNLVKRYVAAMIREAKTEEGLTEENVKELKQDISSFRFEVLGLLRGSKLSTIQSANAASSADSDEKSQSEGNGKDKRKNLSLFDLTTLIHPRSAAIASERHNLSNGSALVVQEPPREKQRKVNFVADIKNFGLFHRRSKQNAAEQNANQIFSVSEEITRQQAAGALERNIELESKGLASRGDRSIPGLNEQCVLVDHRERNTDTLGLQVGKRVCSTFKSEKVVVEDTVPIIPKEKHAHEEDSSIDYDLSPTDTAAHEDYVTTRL
#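 Assay system: HEK293 stable line with TRPC4beta plus mu-opioid receptor. Times: dye 45 min RT, read 110 s. Measured by: kinetic Fluo4 calcium fluorescence. Measure: B score of integrated ratio. Controls: assay buffer as low control, maximal DAMGO as high control.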
# TRPC4 inh = inhibitors of mouse TRPC4 channel | Q9QUQ5 | HEK293 TRPC4beta/mu-opioid, DAMGO-evoked Fluo4 calcium flux; active compounds read low | B-score at 10 µM | hit rate 0.39% among 300,000 | AID 2247;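 active = B-score over 3 SD under the library average, no early fluorescence shift, positive overall ratio signal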
#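 Test system – stable TRPC4beta/mu-opioid receptor HEK293 cells · Probe or stimulus – DAMGO, a submaximal dose followed by a maximal one · Dosing – one concentration per compound · Signal – Fluo4 calcium fluorescence by kinetic imaging, 5 s 1 Hz baseline · Evaluation – per-well B score of integrated baseline-normalized Fluo4 ratio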
# SKKanGAS inh = blocks kanamycin growth of S. pyogenes SKKanGAS strain. BacTiter-Glo, 6 h. inhibition, % at 7.5 µM. hit rate 1.3% among 300,000. AID 1662;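 active = mean replicate score, as percent of positive control median, at least 50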;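 also: strain carries kanamycin resistance gene driven by streptokinase promoter and grows in 40 µg/ml kanamycin; loss of luminescence reflects streptokinase promoter inhibition or plain growth inhibition; 0% = median of DMSO wells and 100% = positive control at its reference dose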
# MrgX1 antagonist = human MrgX1 receptor antagonism, primary screen; Q96LB2; MRGX1-HEK293 calcium flux, Fluo-4, BAM8-22 antagonism; active compounds read low; B-score at 10 µM; hit rate 1.3% among 310,000; AID 588676;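 active = calcium-response B-score plate-corrected more than 3 library SD below zero, starting fluorescence within 5 deviations, no agonist response on first addition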;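 also: peak minus trough fluorescence over baseline after final BAM8-22 challenge near maximal dose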
# TRPC4 potent = allosterically enhances the mouse TRPC4 cation channel; Q9QUQ5; HEK293 TRPC4beta/mu-opioid, DAMGO EC20, Fluo-4 Ca2+ flux; active compounds read high; B-score at 10 µM; hit rate 0.42% among 310,000;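 active = B-score of calcium response area above 5 SD of library B-scores, with initial fluorescence ratio within 5 SD of library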;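 also: B-score of integrated fluorescence ratio over time as area under calcium response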
# aSyn UTR inh = 5' untranslated region of α-synuclein, MLPCN primary screen; alpha-synuclein 5'UTR reporter, inhibitor activity; inhibition, % (tested at 7.5 µM); hit rate 0.82% among 300,000; AID 1813; in the data active = inhibition above about 60%;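 also: H4 neuroglioblastoma cells stably carrying SNCA 5'UTR luciferase fusion; 0% = DMSO wells and 100% = positive control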
# HIF act = HIF pathway transcriptional activation. AID 1910. activation, % at 7.5 µM (by protocol). U2OS HRE-luciferase reporter, luminescence; normalized: DMSO 0%, desferrioxamine 100%. hit rate 0.32% among 300,000;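 active = mean activation of at least 10% of the iron chelator positive control signal, with at least half of replicates also reaching 10%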
# TRPC6 inhibitor = mouse TRPC6 channel inhibition; hit rate 1.1% among 310,000; HEK293-TRPC6, membrane potential dye, ACh-evoked depolarization; active compounds read low; Q61143; B-score at 10 µM;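 active = B-score under library mean minus 3 SD, initial fluorescence not abnormally high, positive integrated signal ratio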;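 also: B-score derived from integrated fluorescence ratio over the kinetic read; more negative B-score means stronger inhibition of depolarization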
# IEC-6 cytotox = IEC-6 cytotoxicity, counter-screen for KLF5 inhibitors; luminescence viability; inhibition, % at 5 µM; hit rate 0.78% among 290,000; AID 1825; in the data active = inhibition above about 22%;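 also: 0% = plate median of test compound wells and 100% = cytotoxic reference compound wells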
# TRPC6 act = activates the mouse TRPC6 cation channel | Q61143 | HEK293-TRPC6 membrane potential dye fluorescence; active compounds read high | B-score at 10 µM | hit rate 0.13% among 310,000 | AID 2550;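 active = B-score of the integrated fluorescence ratio above library mean plus 3 SD, and starting fluorescence ratio within library mean plus 5 SD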;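 also: higher score means more depolarization so channel activation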
# Numbers without * were called inactive; i = inactive; x = no result given. Not all compounds are listed; count on the stated rates, not on these rows.
Structure | KLF5 inh | TRPC4 agonist | TRPC4 inh | SKKanGAS inh | MrgX1 antagonist | TRPC4 potent | aSyn UTR inh | HIF act | TRPC6 inhibitor | IEC-6 cytotox | TRPC6 act
N#CCCn1cc(C(=O)Nc2ccc(F)cc2)c(-c2ccccc2)n1 | -36 | i | i | 0 | i | i | -3 | 1.3 | i | -5 | i
CC(C)c1cc(Br)c(NC(=O)Nc2cccnc2)c(Br)c1 | -46 | i | i | 23 | i | i | -6 | -0.8 | i | 3 | i
Cc1cc(=O)[nH]c(CCl)n1 | 21 | i | i | -12 | i | i | -38 | 0.0 | i | -2 | i
O=c1[nH]c(=O)n(Cc2ccccc2)c(O)c1/C=N/NCCO | -27 | i | i | 2 | i | i | 9 | 0.5 | i | 3 | i
O=C1NC(=O)N(Cc2ccccc2Cl)C(=O)/C1=C/N1CCOCC1 | -8 | i | i | -4 | i | i | 16 | 0.6 | i | 3 | i
CCOC(=O)C1=C(C)N(C)C2(C)CC1c1ccccc1O2 (stereo unspecified) | -12 | i | i | 3 | i | i | -10 | -0.2 | i | -1 | i
COc1ccc2ccc(O)c(CN3CC=C(c4ccccc4)CC3)c2c1 | -18 | i | i | 19 | i | i | -18 | 0.9 | i | -1 | i
CC1=C2C3OC(=O)C(C)C3CC[C@@]2(C)C=CC1=O (stereo partly specified) | 1 | i | i | -3 | i | i | -5 | -0.1 | i | 2 | i
CC1(C)C(c2ccccc2)=NC(c2cccnc2)=[N+]1[O-] | 3 | x | x | -22 | i | x | 15 | -0.2 | x | 1 | x
CCOC(=O)C(=O)NC1CCSC1=O (stereo unspecified) | -26 | i | i | 0 | i | i | 4 | x | i | 0 | i
CCN(CC)CCCN=Cc1c(O)n(-c2cccc(C)c2C)c(=O)[nH]c1=O | -1 | i | i | 2 | i | i | 13 | -0.3 | i | 5 | i
CC(C)Cc1nnc(NC(=O)CCC(=O)N2CCC3(CC2)OCCO3)s1 | -10 | i | i | 1 | i | i | -17 | 21* | i | 8 | i
N/C(=N\[N+](=O)[O-])N1CCN(C(=O)c2ccccn2)CC1 | -15 | i | i | 2 | i | i | 16 | -36 | i | 5 | i
c1cc2c(cc1CCNC1CCCCCC1)OCO2 | 3 | i | i | -1 | i | i | 3 | -0.1 | i | -2 | i
CCCCc1nc2ccccc2c(=O)n1-c1ccccc1O | -16 | i | i | -1 | i | i | -2 | -0.2 | i | -2 | i
CC12CCCCC1N(O)CN2O (stereo unspecified) | -23 | i | i | -6 | i | i | -23 | 0.0 | i | -11 | i
O=c1[nH]c(=S)n(-c2ccccc2)c(O)c1/C=N/N1CCCCC1c1cccnc1 (stereo unspecified) | -19 | i | i | -4 | i | i | 0 | 1.4 | i | 3 | i
Clc1ccccc1CN1CCN(c2ccccc2)CC1 | -10 | i | i | -3 | i | i | 23 | -0.3 | i | -1 | i
COc1cc(C(=O)Nc2ccc(Br)cc2C(=O)c2ccccc2Cl)cc(OC)c1OC | -10 | i | i | 8 | i | i | 26 | 0.3 | i | -7 | i
Cc1ccc(-n2c(O)c(C=NCCC3=CCCCC3)c(=O)[nH]c2=O)cc1 | -15 | i | i | 19 | i | i | -5 | -0.4 | i | -4 | i

# At a glance, part of the list above.
Structure | KLF5 inh | TRPC4 agonist | TRPC4 inh | SKKanGAS inh | MrgX1 antagonist | TRPC4 potent | aSyn UTR inh | HIF act | TRPC6 inhibitor | IEC-6 cytotox | TRPC6 act
CC1=C2C3OC(=O)C(C)C3CC[C@@]2(C)C=CC1=O (stereo partly specified) | 1 | i | i | -3 | i | i | -5 | -0.1 | i | 2 | i
CC1(C)C(c2ccccc2)=NC(c2cccnc2)=[N+]1[O-] | 3 | x | x | -22 | i | x | 15 | -0.2 | x | 1 | x
CCOC(=O)C(=O)NC1CCSC1=O (stereo unspecified) | -26 | i | i | 0 | i | i | 4 | x | i | 0 | i
CCN(CC)CCCN=Cc1c(O)n(-c2cccc(C)c2C)c(=O)[nH]c1=O | -1 | i | i | 2 | i | i | 13 | -0.3 | i | 5 | i
CC(C)Cc1nnc(NC(=O)CCC(=O)N2CCC3(CC2)OCCO3)s1 | -10 | i | i | 1 | i | i | -17 | 21* | i | 8 | i
N/C(=N\[N+](=O)[O-])N1CCN(C(=O)c2ccccn2)CC1 | -15 | i | i | 2 | i | i | 16 | -36 | i | 5 | i
c1cc2c(cc1CCNC1CCCCCC1)OCO2 | 3 | i | i | -1 | i | i | 3 | -0.1 | i | -2 | i
CCCCc1nc2ccccc2c(=O)n1-c1ccccc1O | -16 | i | i | -1 | i | i | -2 | -0.2 | i | -2 | i
CC12CCCCC1N(O)CN2O (stereo unspecified) | -23 | i | i | -6 | i | i | -23 | 0.0 | i | -11 | i
O=c1[nH]c(=S)n(-c2ccccc2)c(O)c1/C=N/N1CCCCC1c1cccnc1 (stereo unspecified) | -19 | i | i | -4 | i | i | 0 | 1.4 | i | 3 | i

# Other compounds.
Structure | KLF5 inh | TRPC4 agonist | TRPC4 inh | SKKanGAS inh | MrgX1 antagonist | TRPC4 potent | aSyn UTR inh | HIF act | TRPC6 inhibitor | IEC-6 cytotox | TRPC6 act
O=C(NC(=S)N1C[C@H]2C[C@H](C1)c1cccc(=O)n1C2)c1ccc(Cl)cc1 | -6 | i | i | 7 | i | i | 1 | 0.1 | i | 3 | i
COc1ccc(OCC(=O)Nc2ccc(Cl)cc2C(=O)c2ccccc2)cc1 | -27 | i | i | 4 | i | i | 8 | -1.2 | i | 0 | i
Cc1ccc(NC(=O)CN2C(=O)CN=C(c3ccccc3)c3cc(Cl)ccc32)cc1 | 0 | i | i | 4 | i | i | 17 | 0.0 | i | -1 | i
CCCNS(=O)(=O)c1ccc(OCC(=O)N2CCN(C)CC2)cc1 | 3 | i | i | -4 | i | i | 1 | -0.3 | i | 0 | i
CCc1ccc(N2C(=O)NC(=O)/C(=C\C=C\c3ccco3)C2=O)cc1 | -29 | i | i | 19 | i | i | -11 | 2.1 | i | -9 | i
[N-]=[N+]=NCCN1CCC(O)CCC1=O (stereo unspecified) | -23 | i | i | 0 | i | i | 2 | 0.5 | i | -5 | i
O=C(C(=O)N1CCOCC1)c1cn(Cc2ccccc2)c2ccccc12 | -17 | i | i | -1 | i | i | 30 | -0.4 | i | 3 | i
Cc1cc(OC(C)C(=O)NCc2cccnc2)c2c3c(c(=O)oc2c1)CCC3 (stereo unspecified) | -36 | i | i | 3 | i | i | -17 | 0.3 | i | 3 | i
Cc1ccc(OCC(=O)N2CCN(Cc3ccc([N+](=O)[O-])cc3)CC2)cc1 | 2 | i | i | -1 | i | i | 8 | 0.1 | i | 4 | i
CCOP(=O)(OCC)C(NC(=O)c1ccc(OC)cc1)C(Cl)(Cl)Cl (stereo unspecified) | -31 | i | i | -3 | i | i | -6 | -1.2 | i | 4 | i
CC1CN(CCc2ccccc2)CC(C)O1 (stereo unspecified) | -24 | i | i | 5 | i | i | -3 | 0.2 | i | -3 | i
O=C1NC(=O)C(C(CC(=O)c2ccccc2)c2ccccc2)C(=O)N1 (stereo unspecified) | -33 | i | i | -2 | i | i | -65 | 2.9 | i | 6 | i
COc1cccc(N2C(=O)CC(=O)NC2=O)c1 | -2 | i | i | x | i | i | -8 | -0.4 | i | -1 | i
O=C1CCCC2C3CCCN4CCCC(CN12)C34 (stereo unspecified) | -13 | i | i | -4 | i | i | -1 | -0.2 | i | 0 | i
O=S(=O)(c1ccc(F)cc1)N1CN2CCN(C2)C1 | -30 | i | i | -4 | i | i | -16 | 0.9 | i | -1 | i
COc1ccc(OCC(=O)N2CCN(C(C)C)CC2)cc1 | -17 | i | i | -1 | i | i | 17 | -0.1 | i | 0 | i
Cc1c(N=Nc2c(O)[nH]c(=S)[nH]c2=O)c(=O)n(-c2ccccc2)n1C | 6 | i | i | 15 | i | i | 17 | 0.2 | i | -4 | i
CSc1nnc(OC(=O)N(C)C)n1-c1ccc(Cl)cc1 | -25 | i | i | -4 | i | i | -13 | 0.0 | i | -2 | i
CC/C(=N\Nc1ccccc1)c1c(O)n(-c2ccccc2)c(=O)[nH]c1=O | 13 | i | i | 1 | i | i | x | x | i | -1 | i
CC[C@]12C=CCN3CCC4(c5cc(Br)c(OC)cc5N(C)C4[C@@](O)(C(=O)OC)[C@@H]1OC(C)=O)C32 (stereo partly specified) | 4 | i | i | -11 | i | i | -6 | -1.1 | i | -2 | i
CCCOc1ccc(C(=O)NC(=S)N2C[C@H]3C[C@H](C2)c2cccc(=O)n2C3)cc1 | -19 | i | i | 4 | i | i | -6 | 0.6 | i | 4 | i
O=c1cccc2n1CC1CC2CN(CC(O)CN2CC3CC(C2)c2cccc(=O)n2C3)C1 (stereo unspecified) | -7 | i | i | 1 | i | i | -4 | -15 | i | -4 | i
COc1ccccc1CC1C(=O)C2CCN1CC2 (stereo unspecified) | -31 | i | i | 2 | i | i | -1 | 0.3 | i | -5 | i
CCc1cc(=O)[nH]c(SCCCF)n1 | -17 | i | i | -8 | i | i | -3 | 0.2 | i | -10 | i
CCN(CC)C(=O)c1ccc(NC(=O)c2cc(S(=O)(=O)N3CCCCCC3)ccc2OC)cc1 | x | i | i | 2 | i | i | 19 | 0.1 | i | x | i
CCCCn1c(C)c(C(=O)OCC)c2c(CN3CCCC3)c(O)ccc21 | -21 | i | i | 2 | i | i | -5 | -2.3 | -5.4* | 8 | i
COc1ccc(-c2nn(CCC#N)cc2C(=O)NCc2ccccc2)cc1[N+](=O)[O-] | -35 | i | i | 4 | i | i | -9 | -2.1 | i | 1 | i
COC/C=C1\CN2C3C[C@@H]1[C@H]1COC4=Nc5cc(OC)c(OC)c(OC)c5[C@@]43C[C@@H]12 | x | i | i | 1 | i | i | 8 | 0.1 | i | x | i
Cc1cc(/C=C2\C(=O)NC(=O)N(c3ccccc3)C2=O)c(C)n1-c1ccc(C(=O)O)c(Cl)c1 | -28 | i | i | 4 | i | i | -5 | 2.3 | i | -8 | i
CC(O)(CS(=O)(=O)c1ccccc1)C(=O)Nc1ccc(C(F)(F)F)cc1 (stereo unspecified) | 32 | i | i | 2 | i | i | 10 | -0.1 | i | -2 | i
C=CCn1c(O)c(/C=N/N2CCCCC2)c(=O)[nH]c1=O | -28 | i | i | 9 | i | i | 7 | -0.7 | i | -4 | i
Cc1ccc(CN2CC3CC(C2)c2cccc(=O)n2C3)cc1 (stereo unspecified) | -38 | i | i | -3 | i | i | -5 | -0.3 | i | -1 | i
C=Cn1ccnc1P(=S)(c1ccc(N(C)C)cc1)c1nccn1C=C | 12 | i | i | -5 | i | i | 7 | -0.2 | i | 4 | i
